From PubChem
HTT cytoprotect – protects HTT-Q103 PC12 cells, measured by ATP | PC12 HTT-Q103 induced, cytoprotection, ATP luminescence, 40 h | Potency, µM (series often up to 56.4 µM), without a hit: cytoprotection (ATP increase), usual class: activators | actives 0.14% (n = 230,000);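 also: % of control where 0% means no effect; nearly all actives have a fitted effect of over 45% in size; toxic huntingtin expression switched on by the ecdysone agonist tebufenozide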
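Quantitative HTS on tebufenozide-induced (100 nM) PC12 cells expressing HTTQ103 exon 1–GFP; compounds tested as a concentration series; survival measured via cellular ATP.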
GAA inhib – blocks human lysosomal alpha-glucosidase. P10253. purified human GAA, 4-MU-alpha-glucoside fluorescence. Potency, µM (top dose mostly 76.9 µM), without a hit: at the top dose activity change, negative = inhibition, actives largely listed as inhibitors. actives 0.005% (n = 200,000);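 also: plate controls were uninhibited enzyme wells for no effect and no-enzyme background for full effect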
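Fluorogenic assay: 4 nM human alpha-glucosidase with 400 uM 4-methylumbelliferyl-alpha-D-pyranoside in 50 mM citrate/phosphate, 0.005% Tween-20, pH 5.0, 20 min at room temperature. Compounds tested up to 77 uM; AC50 from Hill fits.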
aGal spleen mod – alpha-galactosidase A (human) modulation. AID 2107. Potency, µM (top dose mostly 80 µM), inactives show at the highest dose activity change, negative = inhibition, usual class: inhibitors. actives 0.008% (n = 240,000). P06280. human spleen homogenate, 4MU-alpha-Gal fluorescence, 40 min;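 also: 0% = enzyme with vehicle and -100% = no enzyme basal signal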
Target sequence (P06280 32-429 limits assumed): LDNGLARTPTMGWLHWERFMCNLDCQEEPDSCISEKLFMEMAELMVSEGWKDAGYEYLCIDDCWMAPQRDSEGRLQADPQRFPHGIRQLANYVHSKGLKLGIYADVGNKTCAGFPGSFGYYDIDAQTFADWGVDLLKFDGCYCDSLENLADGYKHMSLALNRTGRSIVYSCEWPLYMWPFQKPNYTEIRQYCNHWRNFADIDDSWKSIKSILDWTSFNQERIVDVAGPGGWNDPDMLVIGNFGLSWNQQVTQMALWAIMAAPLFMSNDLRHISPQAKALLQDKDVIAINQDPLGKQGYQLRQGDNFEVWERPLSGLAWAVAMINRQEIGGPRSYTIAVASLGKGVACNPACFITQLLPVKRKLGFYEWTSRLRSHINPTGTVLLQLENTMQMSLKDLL
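Inhibition or activation of alpha-galactosidase in human spleen homogenate is scored by 4-MU fluorescence after 40 min at 37C, pH 5.0, with 1 mM substrate. AC50s come from concentration-response fitted to the Hill equation.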
Tau fluor counter – counter-screen for tau fibril formation inhibitors; tau K18 P301L Alexa594 fluorescence, heparin fibrillization; Potency, µM (doses to about 57.7 µM), inactives show at the highest dose activity change, negative = decrease; actives 0.93% (n = 280,000); AID 1463; also: % is scaled to controls: 0 for no effect and ±100 for the full control effect; nearly all actives have a fitted effect of over 55% in size
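Human K18 P301L tau (15 uM unlabeled plus 0.24 uM Alexa 594-labeled, final) in 100 mM sodium acetate pH 7 was mixed with compound and 20 uM heparin and incubated 6 hr at 37 C.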
Tau fibril ThT – inhibitors of human tau fibril formation, thioflavin T binding. P10636. recombinant tau K18 P301L, heparin-induced fibrillization, ThT fluorescence. Potency, µM (top dose mostly 57.4 µM), without a hit: at the highest dose activity, negative = inhibition, most hits filed as inhibitors. actives 2.1% (n = 270,000). AID 1460; also: % is scaled to controls: 0 for no effect and ±100 for the full control effect; nearly all actives have a fitted effect of over 55% in size
Target sequence (P10636 561-689 P618L limits assumed): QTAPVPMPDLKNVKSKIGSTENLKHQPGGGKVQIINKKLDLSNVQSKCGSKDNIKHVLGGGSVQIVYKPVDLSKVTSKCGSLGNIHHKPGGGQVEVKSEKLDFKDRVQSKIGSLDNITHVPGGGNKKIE
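ThT emission at 510 nm, taken 1 hr after adding 30 uM dye, quantifies aggregates formed when 20 uM heparin acts on human tau K18 P301L for 6 hr at 37 C.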
GAA glycogen mod – inhibitors or activators of human alpha-glucosidase glycogen cleavage; P10253; recombinant GAA, glycogen substrate, Amplex Red glucose oxidase fluorescence; Potency, µM (series often up to 76.4 µM), inactives show top-dose activity change, negative = inhibition, hits mostly inhibitors; actives 0.38% (n = 300,000); AID 2100;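 also: 0% = full enzyme reaction and -100% = no-enzyme basal signal; the screen sought inhibitors and activators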
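Natural-substrate format: glycogen cleavage by 4 nM human enzyme, glucose read by Amplex Red coupling (Ex 573, Em 610 nm). Normalized to enzyme and no-enzyme controls.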
Tau FP inhib – inhibitors of human tau fibril formation; Potency, µM (highest dose often 57.7 µM), without a hit: top-dose activity, negative = inhibition, actives largely listed as inhibitors; actives 0.39% (n = 280,000); K18 P301L tau heparin fibrillization, Alexa594 FP, 6 h; P10636; AID 1468; also: % is scaled to controls: 0 for no effect and ±100 for the full control effect; nearly all actives have a fitted effect of over 55% in size
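FP of Alexa 594-tau after heparin (20 uM) induction. Substrate: human K18 P301L, 15 uM unlabeled, 0.24 uM labeled. Buffer 100 mM sodium acetate pH 7. 6 hr, 37 C.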
aGlu spleen mod – lysosomal alpha-glucosidase (human) modulation. human spleen homogenate, 4-MU-alpha-glucoside fluorescence. Potency, µM (series often up to 79.9 µM), for inactives: at the top dose activity change, negative = inhibition, hits mostly inhibitors. actives 0.006% (n = 240,000);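 also: 0% = enzyme with vehicle and -100% = no enzyme basal signal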
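Human spleen homogenate (1 ug) incubated with compounds and 1 mM 4-methylumbelliferyl-alpha-D-glucopyranoside in pH 5.0 citrate/phosphate buffer, 37 C, 40 min. Stopped at pH 10; 4-MU fluorescence (Ex 365/Em 440 nm); AC50 by Hill fit.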
* marks the source's active call; other numbers are inactive results; ? = inconclusive; nt = not tested or not shown; [ ] = remark or other dose. Calls follow the shape of the dose curve; as a rule, active = well fitted curve in the direction sought with a large enough effect; inconclusive = small, poorly fitted or top-dose-only effect, or another doubt; inactive = no such curve, though single readings can be large; an effect the other way counts as inactive or inconclusive. Potency is read from the fitted curve at half-maximal effect. Random draw from the library. Share with any hit: about 3.3%.

SMILES	HTT cytoprotect	GAA inhib	aGal spleen mod	Tau fluor counter	Tau fibril ThT	GAA glycogen mod	Tau FP inhib	aGlu spleen mod
CCOC(=O)c1cc2ccc(OC)cc2oc1=O	-25%	?	?	4%	-9%	7%	4%	?
Cc1c(Cl)cccc1NC(=S)NCC(C)C	nt	-4%	8%	-11%	-4%	-8%	-5%	1%
Cc1ccc(NC(=O)Cn2c3ccc(F)cc3c3nc4n(c(=O)c32)CCS4)cc1F	-9%	-1%	8%	-13%	-5%	4%	6%	4%
O=C1NC(=S)N/C1=C\c1cccc([N+](=O)[O-])c1	-12%	-8%	-2%	-22%	?	2%	6%	0%
CC1CCN(c2nc3c(c(=O)n(C)c(=O)n3C)n2CCSc2ncccn2)CC1	-10%[10 µM]	0%	3%	-1%	-3%	1%	4%	4%
CCOC(=O)COn1c(=O)c(-c2cc3ccccc3o2)[n+]([O-])c2ccccc21	-21%	0%	-15%	-14%	?	11%	1%	-7%
COc1ccc2c(c1)C(C)CC(C)(C)N2C(=O)CSc1ncn[nH]1 (configuration not stated)	6%[10 µM]	0%[15.4 µM]	0%	-6%	-12%	4%	-3%	-5%
Cc1cc(C)nc(N2CCC(C(=O)NC3CCCc4ccccc43)CC2)n1 (configuration not stated)	-11%	-4%	-1%	9%	7%	-14%	6%	3%
COC(=O)c1ccc(NC(=S)NCCc2cccc(C)c2)cc1	9%[10 µM]	-2%	-3%	?	-7%	-6%	?	-1%
Cc1cc(C)nc(SCc2cc(=O)c(OC(=O)c3ccc(Cl)c([N+](=O)[O-])c3)co2)n1	1%[10 µM]	1%	-1%	-3%	2%	-4%	8%	0%

One compound at a time, from the list above:
Cc1c(Cl)cccc1NC(=S)NCC(C)C is entered as HTT cytoprotect = nt; GAA inhib = -4%; aGal spleen mod = 8%; Tau fluor counter = -11%; Tau fibril ThT = -4%; GAA glycogen mod = -8%; Tau FP inhib = -5%; aGlu spleen mod = 1%
CCOC(=O)COn1c(=O)c(-c2cc3ccccc3o2)[n+]([O-])c2ccccc21 is entered as HTT cytoprotect = -21%; GAA inhib = 0%; aGal spleen mod = -15%; Tau fluor counter = -14%; Tau fibril ThT = ?; GAA glycogen mod = 11%; Tau FP inhib = 1%; aGlu spleen mod = -7%

More compounds follow:
SMILES	HTT cytoprotect	GAA inhib	aGal spleen mod	Tau fluor counter	Tau fibril ThT	GAA glycogen mod	Tau FP inhib	aGlu spleen mod
O=S(=O)(c1ccc(Br)cc1)N1CCOC12CCCCC2	6%[10 µM]	-2%	-4%	6%	8%	-18%	-7%	0%
COc1ccc(/C=C/C2=CC(C)(C)NC(=S)N2)cc1	-15%	-4%	0%	-6%	?	-3%	6%	6%
CCc1ccc(NC(=O)Cc2ccc(OC)cc2)cc1	nt	-9%	3%	-12%	-9%	8%	-5%	-4%
Cc1cc(C)nc(NS(=O)(=O)c2ccc(NC(=O)CN3C(=O)c4ccccc4C3=O)cc2)n1	10%	-3%	-18%	-13%	-11%	3%	-5%	-2%
Cc1c(=O)n(OCc2ccccc2)c2ccccc2[n+]1[O-]	-5%[10 µM]	6%	-4%	-17%	-17%	10%	-10%	-5%
COc1cccc([C@@H]2Oc3ccc(Br)cc3C(=O)[C@H]2OC(=O)NCCOc2ccccc2)c1	3%	nt	-11%	-10%	?	nt	-6%	-3%
COc1cc(/C=C/C(=O)OCC(=O)NCc2cccs2)ccc1OCC#N	-12%[10 µM]	0%	19%	4%	5%	-3%	12%	-6%
CCOc1ccc(-c2nnc(SCC(=O)N3CCN(c4ccccc4)CC3)o2)cc1	1%	6%	-4%	-11%	?	2%	10%	-2%
O=C(Nn1cnnc1)c1cccc(S(=O)(=O)N2CCOCC2)c1	37%[10 µM]	-4%	2%	8%	14%	24%	6%	1%
COc1ccc(CCNC(=O)c2cc(=O)n(C)c(=O)n2C)cc1OC	-10%	4%	5%	-4%	-1%	3%	-2%	2%
CCC(=O)NCC(c1cccs1)N1CCOCC1 (configuration not stated)	3%	-2%	-2%	0%	-2%	4%	0%	5%
COc1ccccc1CCC(=O)Nc1ccc(C)cc1Cl	-23%	3%	4%	-10%	-10%	4%	2%	-9%
CCC(C)NC(=O)C1CCN(S(=O)(=O)CC)CC1 (configuration not stated)	-45%[inhibitor]	-5%	-10%	-10%	0%	2%	-3%	2%
C/C(N)=C(/C#N)C(=O)CSc1nc2ccccc2n1CC(C)C	-22%	-5%	-1%	-15%	-7%	5%	-3%	2%
CC1=C(C)CC(C(=O)Nc2ccc(C(=O)N3CCOCC3)cc2)C(C(=O)O)C1 (configuration not stated)	nt	4%	2%	5%	2%	17%	3%	3%
COc1ccc(C(=O)NCc2cn3cccc(C)c3n2)cc1OC	-7%	7%[15.4 µM]	5%	2%	-6%	-4%	4%	4%
COc1ccc(N2CCN(C(CNC(=O)C(=O)NCCc3c[nH]c4ccccc34)c3ccco3)CC2)cc1 (configuration not stated)	-19%[10 µM]	1%	4%	?	-18%	-6%	?	1%
CCn1cc(C(C)NC(=O)Nc2ccc3c(c2)OCO3)c(C)n1 (configuration not stated)	-31%[inhibitor]	-8%	-2%	-5%	-2%	18%	2%	-1%
COc1cccc(-c2cc(C(F)(F)F)n3nc(C)c(-c4ccccc4)c3n2)c1	nt	nt	nt	-12%	-8%	-5%[76.3 µM]	-7%	nt
CC(C)N(C(=O)NC(=O)NCC1CCCO1)S(C)(=O)=O (configuration not stated)	-15%	-3%	2%	1%	-7%	-5%	-5%	-2%
Cc1ccc(C(C)C)c(OCCn2c(=O)oc3ccccc32)c1	3%[10 µM]	6%	6%	-21%	-11%	-10%	4%	-3%
COc1ccc(S(=O)(=O)c2c(O)c(C)cc(NS(=O)(=O)c3ccc(Cl)cc3)c2C(C)C)cc1	nt	nt	nt	?	-3%	-28%[76.3 µM]	?	nt
CN1CCc2nc3sc(C(=O)Nc4c(F)cccc4F)c(N)c3cc2C1	nt	nt	nt	?	?	8%[76.3 µM]	-1%	nt
C=CCn1c(SCc2csc(C)n2)nc2sc3c(c2c1=O)CCCCC3	-4%	-5%	4%	-7%	?	-5%	1%	-1%
Cc1ccc(S(=O)(=O)c2nc(-c3cccs3)oc2SCC(=O)Nc2cc(C)cc(C)c2)cc1	nt	nt	nt	?	5%	-6%[76.3 µM]	?	nt
CN(C)C1C(=O)c2ccccc2C1=O	11%[0.074 µM]	0%	4%	5%	7%	-5%	1%	-10%
COC(=O)CCCCCNc1ccc(C(=O)OC)cc1N	-16%[0.074 µM]	?	7%	-11%	?	22µM*	11%	3%
COc1ccc(S(=O)(=O)Nc2cc(C)c(O)c(S(=O)(=O)c3ccccc3)c2)cc1	-20%	-6%	4%	-18%	-9%	?	6%	-11%
CC(=O)Nc1ccc(C(=O)Nc2cccc(-c3cnc4ccccc4n3)c2)cc1	-10%	1%	5%	-10%	-16%	6%	-19%	-3%
CS(=O)(=O)Nc1nnc(Cc2ccccc2)s1	-9%[10 µM]	1%	1%	4%	-1%	2%	2%	-1%
CCCOc1ccc(CC(=O)NCc2ccco2)cc1OC	-4%	-5%	-9%	1%	-11%	-3%	-7%	4%
CCS(=O)(=O)N1CCC(C(=O)NCc2ccccn2)CC1	11%[1.9 µM]	-5%	0%	-4%	-4%	2%	5%	-9%
CCS(=O)(=O)Nc1cc(C(=O)OC)ccc1C(=O)OC	20%	1%	11%	-20%	?	0%	-13%	6%
O=C1CCCN1CCC12CC3CC(CC(C3)C1)C2	-11%[10 µM]	nt	3%	-2%	2%	15%	-8%	3%
O=c1cc(-c2ccccc2)nc(/C=C/c2ccccc2)[nH]1	2%[10 µM]	nt	-6%	-24%	-5%	6%	-12%	-3%
CCCN1CCN(CCCNC(=S)Nc2ccc(OC)cc2)CC1	-14%[10 µM]	9%	6%	4%	1%	-7%	-8%	8%
CCCCC1C2C(=O)N(c3ccccc3)C(=O)C2ON1c1ccccc1 (configuration not stated)	-6%[10 µM]	nt	12%	-20%	-8%	-1%	0%	5%
O=C(CN1CCN(c2cccc(Cl)c2)CC1)N1CCCC1	14%	4%	5%	3%	2%	-5%	6%	4%
COc1cc(C(=O)N(C)c2nnc(-c3cccnc3)s2)cc(OC)c1OC	-27%[10 µM]	2%	-6%	2%	-1%	0%	4%	-8%
Cc1ccc(S(=O)(=O)N(C(=O)c2ccncc2)c2ccc3oc4c(c3c2)CCCC4)cc1[N+](=O)[O-]	-12%[10 µM]	4%	1%	-10%	-15%	-4%	11%	4%

Entries above that have an aryl thioether with sulfur outside any ring (7):
SMILES	HTT cytoprotect	GAA inhib	aGal spleen mod	Tau fluor counter	Tau fibril ThT	GAA glycogen mod	Tau FP inhib	aGlu spleen mod
CC1CCN(c2nc3c(c(=O)n(C)c(=O)n3C)n2CCSc2ncccn2)CC1	-10%[10 µM]	0%	3%	-1%	-3%	1%	4%	4%
COc1ccc2c(c1)C(C)CC(C)(C)N2C(=O)CSc1ncn[nH]1 (configuration not stated)	6%[10 µM]	0%[15.4 µM]	0%	-6%	-12%	4%	-3%	-5%
Cc1cc(C)nc(SCc2cc(=O)c(OC(=O)c3ccc(Cl)c([N+](=O)[O-])c3)co2)n1	1%[10 µM]	1%	-1%	-3%	2%	-4%	8%	0%
CCOc1ccc(-c2nnc(SCC(=O)N3CCN(c4ccccc4)CC3)o2)cc1	1%	6%	-4%	-11%	?	2%	10%	-2%
C/C(N)=C(/C#N)C(=O)CSc1nc2ccccc2n1CC(C)C	-22%	-5%	-1%	-15%	-7%	5%	-3%	2%
C=CCn1c(SCc2csc(C)n2)nc2sc3c(c2c1=O)CCCCC3	-4%	-5%	4%	-7%	?	-5%	1%	-1%
Cc1ccc(S(=O)(=O)c2nc(-c3cccs3)oc2SCC(=O)Nc2cc(C)cc(C)c2)cc1	nt	nt	nt	?	5%	-6%[76.3 µM]	?	nt
